Screening results: PubChem BioAssay, National Center for Advancing Translational Sciences (NCATS)
D1 agonist: human D1 receptor agonism; P21728; HEK293 T-REx D1 cells, calcium flux, agonist mode; activation, % at 2 µM; 360,000 tested, 1% active; in the data active means activation above about 30%; further: 0% is about no effect
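Inducible HEK293 T-REx D1 cells, force-coupled to calcium signalling, were plated at 4000 cells/well with tetracycline and held overnight at 30 C. After no-wash calcium dye loading, compound-evoked calcium rise over 180 s flagged agonists.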
D1 potentiator: enhances dopamine response at the human D1 receptor; P21728; HEK293 TREx D1 cells, calcium flux, dopamine EC20 potentiation; potentiation, % at 10 µM; 360,000 tested, 0.036% active; in the data active means potentiation above about 30%; further: 0% is about no effect
D1 antagonist: human D1 dopamine receptor antagonism; HEK293 TREx D1 cells, calcium flux, dopamine EC80; hits give low values; 360,000 tested, 3.2% active; activity change, negative = inhibition, % at 10 µM; P21728; in the data active means activity change below about -30%; further: on the % scale 0 is the no-effect control and ±100 the full control effect
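Using tetracycline-induced force-coupled D1 Hek293 cells and a calcium dye, signals were followed for 180 s after compound, then for 180 s after EC80 dopamine, to detect inhibitors.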
D2 potentiator: positive allosteric modulators of human D2 dopamine receptor | HEK293 T-REx D2, calcium flux, EC20 dopamine potentiation | potentiation, % at 10 µM | 340,000 tested, 0.34% active;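 active means potentiation over 3 SD above the plate norm, cut at about 30% in these data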; further: 0% is about no effect
Target sequence (P14416 whole entry, looked up): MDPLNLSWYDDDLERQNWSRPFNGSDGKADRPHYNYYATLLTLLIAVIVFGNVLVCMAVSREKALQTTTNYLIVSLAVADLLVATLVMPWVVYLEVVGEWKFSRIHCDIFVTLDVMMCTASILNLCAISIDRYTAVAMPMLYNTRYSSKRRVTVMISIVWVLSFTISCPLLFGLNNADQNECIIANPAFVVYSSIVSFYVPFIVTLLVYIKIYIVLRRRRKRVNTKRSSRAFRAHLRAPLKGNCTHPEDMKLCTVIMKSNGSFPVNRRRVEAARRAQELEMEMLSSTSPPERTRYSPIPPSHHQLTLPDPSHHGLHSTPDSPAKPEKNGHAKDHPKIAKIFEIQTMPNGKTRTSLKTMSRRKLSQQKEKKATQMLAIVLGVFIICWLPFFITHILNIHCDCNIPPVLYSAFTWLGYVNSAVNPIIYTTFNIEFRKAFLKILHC
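Primary screen. Calcium kinetics in induced HEK293 T-REx D2 cells: compound pre-addition 180 s, EC20 dopamine, 180 s more.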
RXFP1 agonist: activates the human relaxin receptor RXFP1; Q9HBX9; HEK293T-RXFP1 cAMP TR-FRET, 30 min; response scale: percent of porcine relaxin response, buffer zero; Potency, µM (titrated, usually from 57.5 µM), for inactives: top-dose activation, usual class: activators; 370,000 tested, 0.3% active; further: potency means the concentration at half of the fitted maximal effect; on the % scale 0 is the no-effect control and ±100 the full control effect; nearly all actives have a fitted effect of over 60% in size; many of its hits are not listed in these tables
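HEK293 cells stably expressing RXFP1, treated 30 min at 37C with compounds plus PDE4 inhibitor Ro 20174; cAMP measured by HTRF TR-FRET. Normalized to buffer and 29 nM porcine relaxin; EC50 by Hill fit.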
Glioma ERSR ind: induces the endoplasmic reticulum stress response in human glioma cells; Potency, µM, for inactives: at the top dose activation, most hits filed as activators; U87-MG GRP78 promoter luciferase reporter, 16 h; 420,000 tested, 0.02% active; further: potency means the concentration at half of the fitted maximal effect; series mostly up to about 76 µM; % of control where 0% means no effect; nearly all actives have a fitted effect of over 35% in size
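Stably transfected U87-MG human glioma cells carrying a GRP78-based luminescent sensor were seeded at 1000 cells/well, pin-dosed with compounds and incubated 16 h. Luciferase reagent was then added, and end-point luminescence was read after 10 min at room temperature.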
Vif-A3F inh: Vif-A3F binding inhibition; AID 602313; HeLa A3F-eYFP + Vif (tagged APOBEC3F with the HIV-1 protein that degrades it), YFP fluorescence increase; 390,000 tested, 0.2% active; Potency, µM (doses to about 46.1 µM), inactives show at the highest dose activity, negative = active; further: potency means the concentration at half of the fitted maximal effect; % of control where 0% means no effect; nearly all actives have a fitted effect of over 65% in size
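Fluorescence increase (Ex 488/Em 500-530) after overnight compound treatment at 37 deg C flags inhibition of Vif-driven A3F-eYFP loss in stable HeLa A3F-eYFP/Vif cells seeded overnight beforehand.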
Vif-APOBEC3G blk: blocks the Vif interaction with human APOBEC3G | Q9HC16 | HeLa A3G-eYFP + Vif (tagged APOBEC3G with the HIV-1 protein that degrades it), YFP fluorescence, overnight | Potency, µM (series often up to 46.1 µM), for inactives: top-dose activity, negative = active, most hits filed as inhibitors | 410,000 tested, 0.076% active | AID 602310;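 further: potency means the concentration at half of the fitted maximal effect; on the % scale 0 is the no-effect control and ±100 the full control effect; nearly all actives have a fitted effect of over 60% in size; hits raise eYFP signal because A3G escapes Vif-driven loss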
Target sequence (Q9HC16 whole entry, looked up): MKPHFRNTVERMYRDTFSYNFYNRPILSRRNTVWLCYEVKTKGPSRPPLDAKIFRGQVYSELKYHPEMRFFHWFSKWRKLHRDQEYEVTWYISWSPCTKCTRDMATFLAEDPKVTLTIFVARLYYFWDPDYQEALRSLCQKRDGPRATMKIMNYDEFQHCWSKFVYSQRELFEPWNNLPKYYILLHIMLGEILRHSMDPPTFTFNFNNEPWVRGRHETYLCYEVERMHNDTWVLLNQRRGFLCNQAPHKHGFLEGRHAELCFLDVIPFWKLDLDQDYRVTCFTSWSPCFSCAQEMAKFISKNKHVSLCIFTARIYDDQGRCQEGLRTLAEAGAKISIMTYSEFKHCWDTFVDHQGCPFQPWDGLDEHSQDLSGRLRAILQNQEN
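Read-out is eYFP fluorescence (Ex 488/Em 500-530) from Vif-expressing HeLa A3G-eYFP cells; more signal means A3G escaped Vif-mediated degradation. Cells plated overnight, compound pinned in, incubated overnight at 37 deg C.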
LDHA block: inhibitors of human lactate dehydrogenase A. AID 1347041. P00338. 480,000 tested, 0.15% active. activity change, % (values are at about 110 or 230 µM). purified LDHA, NADH/diaphorase-resazurin fluorescence; hits give low values; in the data active means activity change below about -30%; inconclusive means mostly about -25% to -30%;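 further: plate controls were DMSO wells for no effect and wells without enzyme for full effect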
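Human LDH5 (2 nM) was incubated with 0.06 mM NADH and 0.2 mM pyruvate for 5 min at room temperature in Tris pH 7.4. Remaining NADH was coupled through diaphorase/resazurin, and resorufin fluorescence was read at 0 and 20 min.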
* = called active by the depositor; ? = inconclusive; . = not tested or not shown; & = joins results of further samples. Unless noted, the call rests on the fitted dose curve; in most records, active means well fitted curve in the direction sought with a large enough effect; inconclusive means small, poorly fitted or top-dose-only effect, or another doubt; inactive means no such curve, though single readings can be large; an effect the other way counts as inactive or inconclusive.

Values run as follows: D1 agonist	D1 potentiator	D1 antagonist	D2 potentiator	RXFP1 agonist	Glioma ERSR ind	Vif-A3F inh	Vif-APOBEC3G blk	LDHA block
1: COc1cc(OC)c(C(=O)Nc2cc(S(=O)(=O)N3CCOCC3)ccc2N2CCOCC2)cc1OC
  .	.	.	.	.	-2%	-15%	2%	-6
2: Cc1ccccc1C(=O)Nc1ccc(C(=O)OCc2cc(=O)n3nc(C4CC4)sc3n2)cc1
  9	1	-3	-2	4.0%	-5%	-6%	-11%	-6
3: OCC[C@H]1C[C@@H](O)[C@H](O)[C@@]2(CCCc3ccccc3O2)O1
  1	-3	-10	8	-1.6%	-1%	-9%	-1%	-11
4: CCOc1ccccc1N(CC(=O)Nc1ccccc1)S(=O)(=O)c1ccccc1
  4	-6	16	15	-0.8%	1%	1%	0%	0
5: O=C(O)c1cc(C(F)(F)F)nc2c(C(F)(F)F)cccc12
  0	1	-11	12	-0.5%	1%	4%	-1%	-4
6: CCN(CC)CCSc1nnc2c3cc(F)ccc3n(CC)c2n1
  0	-3	-18	28	18%	-3%	6%	4%	-2
7: Cc1ccc2cc3c(nc2c1)OCC3
  2	7	-1	-2	3.7%	1%	-5%	-1%	-6
8: CCOC(=O)c1c(N)sc2c1CCC(CC)C2 (centres undefined)
  1	0	21	1	2.0%	6%	-8%	-7%	4
9: O=C1/C(=C/c2ccncc2)Oc2cc(OS(=O)(=O)c3ccccc3)ccc21
  3	-3	-8	-4	-0.2%	-3%	7%	-3%	-10
10: O=C(Cn1cnc2ccccc21)N/N=C/c1ccccc1[N+](=O)[O-]
  2	-6	2	23	0.1%	-1%	4%	-2%	1

Complete entries, quoted from the list. Order of values: D1 agonist	D1 potentiator	D1 antagonist	D2 potentiator	RXFP1 agonist	Glioma ERSR ind	Vif-A3F inh	Vif-APOBEC3G blk	LDHA block
OCC[C@H]1C[C@@H](O)[C@H](O)[C@@]2(CCCc3ccccc3O2)O1 reads 1	-3	-10	8	-1.6%	-1%	-9%	-1%	-11
CCOC(=O)c1c(N)sc2c1CCC(CC)C2 (centres undefined) reads 1	0	21	1	2.0%	6%	-8%	-7%	4

Later entries
Values run as follows: D1 agonist	D1 potentiator	D1 antagonist	D2 potentiator	RXFP1 agonist	Glioma ERSR ind	Vif-A3F inh	Vif-APOBEC3G blk	LDHA block
11: Cc1nn(Cc2ccccc2)c(C)c1NS(=O)(=O)c1ccccc1
  5	2	3	-6	-2.5%	-1%	1%	0%	-7
12: O=C(COc1cccc2c1CCN(Cc1ccccc1F)C2=O)N1CCOCC1
  0	-4	-16	0	1.5%	.	.	.	.
13: CC(=O)c1ccc(O)c(CC=C(C)C)c1
  1	-9	-5	-5	0.0%	-2%	4%	0%	-7
14: CCn1c(SCC(=O)Nc2sc3c(c2C#N)CCCC3)nnc1-c1ccncc1
  1	5	-3	7	-2.6%	-2%	0%	-8%	3
15: Cc1ccc(/C=C2\SC(=S)N(CCC(=O)NNC(=O)c3cccnc3)C2=O)cc1
  0	-2	-13	-3	1.0%	-6%	4%	-6%	-8
16: CC(C)c1cccc(C(C)C)c1NC(=O)c1ccc(OCC(=O)NCc2ccccc2)cc1
  4	0	9	.	4.5%	.	.	.	.
17: CCOC(=O)C1CCN(S(=O)(=O)c2ccccc2)CC1
  3	-6	-10	-8	1.8%	1%	2%	0%	-8
18: CC(=O)Nc1ccc(S(=O)(=O)NC2(C(F)(F)F)NC(=O)N(C3CCCCC3)C2=O)cc1 (centres undefined)
  3	-1	3	-1	-1.3%	-4%	1%	0%	-5
19: CN(c1ccc(C(=O)NCCSCc2c(F)cccc2Cl)cc1)S(C)(=O)=O
  4	-3	18	-6	0.2%	-1%	0%	2%	-1
20: COc1ccccc1NC(=O)C1=C(C)Nc2nnnn2C1c1cccc(C)c1 (centres undefined)
  11	-4	16	11	-0.5%	1%	1%	-1%	-3
21: CCOC(=O)CNC(=O)Cn1cnc2ccc(S(=O)(=O)N3CCC(C)CC3)cc2c1=O
  0	-1	0	0	13%	-2%	.	-2%	-7
22: CC(NC(=O)C(C)(C)C)C(c1cccs1)N1CCOCC1 (centres undefined)
  2	-4	-1	-4	-5.4%	-4%	7%	2%	-7
23: Nc1nc(NCCOCCO)nc(NC2CCCCC2)c1[N+](=O)[O-]
  2	-12	-20	19	4.2%	-1%	-3%	-7%	-6
24: CCc1cc2cc(OC)ccc2nc1SCC(=O)Nc1cc(OC)c(OC)cc1C(=O)O
  3	-5	-20	-10	9.4%	-6%	1%	-1%	0
25: CCCNS(=O)(=O)c1cccc2cccnc12
  1	-4	0	-3	1.7%	-5%	-4%	3%	1
26: COc1ccc(C(=O)NCC(=O)N/N=C(\C)c2ccco2)cc1OC
  1	0	-13	-2	0.9%	-2%	14%	0%	2
27: CC(=O)Nc1ccc(S(=O)(=O)N2CCC(NC(=O)C(Cc3cccc(F)c3)NC(C)=O)CC2)cc1 (centres undefined)
  3	-3	-8	20	-2.3%	-1%	-24%	0%	-3
28: CCC1(c2ccc(F)cc2)NC(=O)N(CC(=O)NCc2ccc(F)cc2)C1=O (centres undefined)
  0	10	-9	7	-1.8%	-4%	-3%	3%	-7
29: CCCOc1ccc(CNC(=O)C2CCN(C(=O)N3CCOc4ccccc43)CC2)cc1
  2	-4	-32*	5	4.0%	-3%	1%	0%	-3
30: CC(C)CC1NC(=O)C(CC(C)C)N(CO)C1=O (centres undefined)
  .	.	.	.	.	-2%	-1%	3%	-7
31: O=C(NC1CCCCC1)c1cnn2c(C(F)(F)F)cc(-c3ccco3)nc12
  2	-10	-14	-4	-0.7%	4%	0%	2%	1&2
32: Cc1cc(C)c(-c2cc(NC(=O)COC(=O)c3ccc(CO)cc3)n(-c3ccccc3)n2)cc1C
  5	-1	-8	1	-5.3%	0%	-4%	-18%	2
33: Cc1c(NC(=O)Nc2c(Cl)cccc2Cl)c(=O)n(-c2ccccc2)n1C
  1	0	-25	2	4.6%	-3%	-4%	-3%	-3
34: COc1ccc(CC(=O)Nc2ccc(S(=O)(=O)Nc3cc(OC)nc(OC)n3)cc2)cc1
  -1	-13	4	5	-0.7%	-4%	-8%	2%	-2
35: COc1ccc(C(=O)CSc2nnc(-c3ccco3)n2C)cc1
  2	1	8	.	1.3%	-2%	-3%	-1%	1
36: Cn1cc(-c2ccccc2C(=O)O)c(=O)c2ccccc21
  0	8	-10	2	-1.3%	-2%	-3%	-1%	-3
37: CCOc1ccccc1/C=N/NC(=O)c1cccc(S(=O)(=O)N(CC)CC)c1
  2	2	13	-4	0.8%	1%	-10%	-6%	-1
38: NC(=O)C1CCN(C(=O)c2cc3n(n2)C(C(F)(F)F)CC(c2ccco2)N3)CC1 (centres undefined)
  0	12	-40*	12	0.9%	-1%	-9%	0%	-9
39: N#Cc1cc2c(nc1Cl)CCC2
  2	0	3	-4	0.6%	-4%	2%	1%	-1
40: O=C(N/N=C/c1ccccn1)C1CC1
  1	-8	-17	-19	3.4%	-1%	2%	0%	2
41: CC(=O)N1CCc2cc(Br)cc(S(=O)(=O)NCCCN3CCC(C)CC3)c21
  0	7	5	-8	3.7%	2%	1%	-1%	-6
42: COc1ccc(-c2cnc(SCC(=O)Nc3cc(C)on3)n2Cc2ccco2)cc1
  3	-5	-28	9	3.6%	-6%	?	0%	-1
43: Cc1cc(NC(=O)c2ccc(S(=O)(=O)N3CCOCC3)cc2)nc2c1c(=O)oc1ccccc12
  4	1	1	1	2.3%	.	.	.	.
44: O=C(Oc1ccc(/C=N/NC(=O)c2ccccn2)cc1)c1ccc(Br)cc1
  .	.	.	.	.	3%	3%	4%	-7
45: Nc1ncnc2c1ncn2[C@@H]1O[C@H](CNS(=O)(=O)c2cc3ccccc3s2)[C@@H](O)[C@H]1O
  .	.	.	.	.	0%	-1%	-1%	-10
46: CCN1/C(=C/C=C/C=C/C=C/c2sc3ccccc3[n+]2CC)Sc2ccccc21
  0	2	0	-7	3.8%	-3%	-11%	-8%	-8
47: COc1ccccc1NS(=O)(=O)c1ccc(C)c(C(N)=O)c1
  6	-1	-3	5	-0.1%	-7%	-16%	3%	4
48: CC(C)CC(=O)Nc1cccc(-c2csc(-c3ccccc3)n2)c1
  0	7	9	-29	2.9%	-5%	-1%	-8%	3
49: Cc1cc(C([O-])=C(C(=S)Nc2ccc(F)cc2)[n+]2ccccc2)c(C)n1-c1ccc(F)cc1
  .	.	.	.	.	-4%	-1%	-9%	0
50: CC(=O)c1ccc(-n2nnnc2SCC(=O)N2CCN(C(=O)c3ccco3)CC2)cc1
  0	-5	-29	-3	1.1%	-3%	2%	-5%	-5
51: Cc1cnc(C(=O)Nc2ccc(S(=O)(=O)N(C(C)C)C(C)C)cc2)cn1
  2	-15	-2	3	-0.1%	-6%	2%	-1%	-4
52: CCOC(=O)N1CCN(S(=O)(=O)c2cc(-c3nn4c(C)nnc4c4ccccc34)ccc2C)CC1
  7	2	1	15	5.5%	4%	-6%	0%	-12
53: CC(=O)Nc1ccc(NC(=O)CSc2nnc(C)c(=O)[nH]2)cc1
  4	1	2	3	-0.6%	-2%	0%	0%	-17
54: CCOc1ccc(S(=O)(=O)N2CCOCC2)cc1NC(=O)Cc1c(F)cccc1Cl
  0	-1	-15	3	1.1%	-2%	2%	-2%	-5
55: O=C(CN(C(=O)CNC(=O)c1ccco1)c1ccc2c(c1)OCCO2)NC1CCCCC1
  0	-1	-2	5	-0.3%	-2%	?	-1%	-4

The list is partial; count on the stated rates, not on these rows.
